Source: PubChem BioAssay (National Center for Advancing Translational Sciences (NCATS))
Tb PYK inh: qHTS of Trypanosoma Brucei Inhibitors. pyruvate kinase (Trypanosoma brucei), Q57TT1. TbPYK enzyme, Kinase-Glo Plus ATP luminescence, 45 min. Potency, µM (titrated, usually from 76.8 µM), for inactives: at the top dose activity, negative = inhibition, usual class: inhibitors. actives 0.12% (n = 410,000); further: potency means the concentration at half of the fitted maximal effect; on the % scale 0 is the no-effect control and ±100 the full control effect; nearly all actives have a fitted effect of over 50% in size
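Readout: single end-point luminescence (Kinase-Glo Plus, 10 min). Reaction conditions were TbPYK/substrate plus 130 uM ADP, 45 min at RT, pH 7.2 TEA buffer. No-enzyme wells served as controls, and data were normalized before concentration-response fitting.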
Shiga toxin inh: A qHTS for Small Molecule Inhibitors of Shiga Toxin; Vero cells, Shiga toxin protein synthesis inhibition reporter; actives 9.2% (n = 290,000); inhibition, % at 38.7 µM; in the data active means inhibition mostly above about 28%, no sharp cut-off; inactive means mostly below about 43%; further: 0% is about no effect
HCV inhibitor: qHTS Assay for Inhibitors of Hepatitis C Virus (HCV); AID 651820, 2012; Potency, µM (titrated, usually from 41.8 µM), for the others: top-dose activity change, negative = inhibition, actives largely listed as inhibitors; actives 3.4% (n = 340,000); Huh7.5.1 HCVcc-Cre infection, luciferase reporter, 44 h; further: potency means the concentration at half of the fitted maximal effect; on the % scale 0 is the no-effect control and ±100 the full control effect
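Compounds are dispensed onto cells plated 4 h earlier at 1,000 per well, with HCVcc-Cre virus (about 0.5 moi) added next. Following 44 h of culture, luminescent signal is measured for 15 sec after 15 min with substrate at room temperature.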
Pf growth 48h: Primary qHTS for delayed death inhibitors of the malarial parasite plastid, 48 hour incubation; P. falciparum luciferase growth in erythrocytes, 48 h; Potency, µM (series often up to 28.7 µM), for inactives: top-dose activity change, negative = inhibition, usual class: inhibitors; actives 5.9% (n = 310,000); further: potency means the concentration at half of the fitted maximal effect; on the % scale 0 is the no-effect control and ±100 the full control effect
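First compound was added to culture medium, then infected red cells at 0.1% parasitemia and 2% hematocrit (final). After incubation at 37 C under 5% CO2, luciferase detection reagent was dispensed and light output recorded.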
LmPK inh: qHTS Assay for Inhibitors of Leishmania Mexicana Pyruvate Kinase (LmPK) | Q27686 | purified LmPK, Kinase-Glo ATP luminescence, 1 h | Potency, µM (doses to about 57.5 µM), inactives show at the highest dose activity change, negative = inhibition, usual class: inhibitors | actives 0.37% (n = 290,000); further: potency means the concentration at half of the fitted maximal effect; on the % scale 0 is the no-effect control and ±100 the full control effect
Target sequence (Q27686 whole entry, looked up): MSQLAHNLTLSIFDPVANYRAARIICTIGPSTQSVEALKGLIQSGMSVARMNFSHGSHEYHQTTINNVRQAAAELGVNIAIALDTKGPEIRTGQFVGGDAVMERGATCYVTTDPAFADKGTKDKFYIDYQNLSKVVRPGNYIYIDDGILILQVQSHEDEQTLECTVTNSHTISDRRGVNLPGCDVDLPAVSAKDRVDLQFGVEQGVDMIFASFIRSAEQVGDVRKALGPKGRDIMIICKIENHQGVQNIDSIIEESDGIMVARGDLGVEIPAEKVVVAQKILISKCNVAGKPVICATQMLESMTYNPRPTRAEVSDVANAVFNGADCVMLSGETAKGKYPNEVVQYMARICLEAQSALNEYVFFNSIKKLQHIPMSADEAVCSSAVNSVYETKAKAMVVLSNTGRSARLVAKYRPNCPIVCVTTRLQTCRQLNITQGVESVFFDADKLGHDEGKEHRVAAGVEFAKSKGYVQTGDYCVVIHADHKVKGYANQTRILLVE
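Purified LmPK (0.1 nM) with 0.5 mM PEP and 0.1 mM ADP in imidazole buffer pH 7.2 with MgCl2/KCl, 1 h at room temperature. ATP formed was read by luciferase luminescence and normalized to no-enzyme and uninhibited controls.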
Cycloheximide cs: Cycloheximide Counterscreen for Small Molecule Inhibitors of Shiga Toxin | cell reporter, cycloheximide protein synthesis inhibition counterscreen | max response, % | actives 12% (n = 300,000); in the data active means max response mostly above about 13%, no sharp cut-off; inactive means mostly below about 14%; further: read at 38.3 µM for the half of the compounds with a filed dose; 0% is about no effect
Pf growth 96h: Primary qHTS for delayed death inhibitors of the malarial parasite plastid, 96 hour incubation; actives 6.9% (n = 320,000); Potency, µM (series often up to 28.7 µM), for the others: top-dose activity change, negative = inhibition, actives largely listed as inhibitors; P. falciparum luciferase reporter growth, 96 h; further: potency means the concentration at half of the fitted maximal effect; on the % scale 0 is the no-effect control and ±100 the full control effect
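Luminescence readout: decreased luciferase signal marks inhibited growth of reporter-expressing P. falciparum in infected red cells (2% hematocrit, 0.05% parasitemia final), exposed to compound two generations (96 h, 37 C, 5% CO2).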
Active calls of the source: *; ? = inconclusive; . = no result given; & = joins results of further samples; [ ] = remark or other dose. Unless noted, the call rests on the fitted dose curve; in most records, active means well fitted curve in the direction sought with a large enough effect; inconclusive means small, poorly fitted or top-dose-only effect, or another doubt; inactive means no such curve, though single readings can be large; an effect the other way counts as inactive or inconclusive.

SMILES | Tb PYK inh | Shiga toxin inh | HCV inhibitor | Pf growth 48h | LmPK inh | Cycloheximide cs | Pf growth 96h
COc1ccc(Cn2c(C3CC3)nc3ccc(NC(=O)c4ccco4)cc3c2=O)cc1 | -2% | 47 | ? | 2.9µM* | 8% | 24 | 2.1µM*
Cc1ccc(C2(c3ccccc3)NC(=O)N(CC(=O)NCc3ccco3)C2=O)cc1C (configuration not stated) | -11% | . | ? | ? | . | . | 5.9µM*
COc1ccc(/C=C2\C(=O)N(Cc3ccc(F)cc3)CC(=O)N2Cc2ccccc2)cc1 | 5% | -9 | -24% | 10µM* | 9% | -1 | 15µM*
COC(=O)c1ccc(CN2CCN(Cc3ccc(F)cc3)C(CCO)C2)cc1 (configuration not stated) | -4% | -14 | 2% | 9% | -1% | -2 | 25%
COc1cc(OC)cc(C(=O)OCC(=O)Nc2cccc(C(C)=O)c2)c1 | 5% | -7 | -6% | -12% | -6% | 2 | 3%
C=CCC(=O)N(CC)CC1CCCN(CCc2cccc(F)c2)C1 (configuration not stated) | 4% | -10 | -2% | -20% | 1% | 1 | -23%
O=C(CSc1nnc(CNC(=O)c2ccccc2F)o1)NCc1ccccc1 | 2% | -2 | 9% | 13% | 1% | 6 | 3%
Cn1c(N)c(C(=O)COC(=O)CCC(=O)c2ccc(F)cc2)c(=O)n(C)c1=O | 3% | -5 | 3% | 15% | 1% | -3 | 1%
COc1ccccc1N(CC(O)CN1C(=O)NC(C)(C)C1=O)S(=O)(=O)c1ccc(C)cc1 (configuration not stated) | -6% | -10 | 8% | . | 3% | -2 | -2%
COC(=O)Nc1ccc(=O)n(Cc2c(Cl)cccc2Cl)c1 | 1% | -11 | -6% | -4% | -4% | -2 | 5%
O=C(NNc1c2ccccc2nc2ccccc12)c1cc2ccccc2cc1O | -8% | -2 | 2.8µM* | 12µM* | -16% | -1 | 3.7µM*
CCC(C)NC(=O)C1CCCN(c2nc(C)cc(OC)n2)C1 (configuration not stated) | -6% | 22 | -7% | -27% | 0% | -5 | 44%[activator]
Cc1cc(=O)n2c(n1)NC(Nc1cccc(C)c1C)=NC2c1ccccc1 (configuration not stated) | -8% | 17 | 11% | -5% | 1% | -2 | 20%
Cn1c(=O)c(C(=O)NCC2CCCO2)c(O)c2ccccc21 (configuration not stated) | -3% | 45 | -16% | ? | -10% | 27* | 4%
COc1ccc(N2CCCn3c2nc2c3c(=O)n(Cc3ccc(F)cc3)c(=O)n2C)c(OC)c1 | 1% | 23 | -25% | ? | 15% | 7 | .
Cc1nn(C)c(Cl)c1CN1CCN(C2CCCCC2)C(CCO)C1 (configuration not stated) | -4% | -11 | 21% | 4% | 2% | 0 | 19%
Cc1c(NC(=O)CC(C)C)c(=O)n(-c2ccccc2)n1C | 0% | 11 | 33%[activator] | -9% | 1% | -1 | 0%
Cc1cnc(NC(=O)C2COc3ccccc3O2)s1 (configuration not stated) | -7% | 39 | 1% | 137%[activator] | ? | 13 | 74%[activator]
Cc1cc2nccc(-c3ccc(F)cc3)n2n1 | 1% | -7 | 6% | 0% | -1% | -4 | 0%
COc1cc(/C=N/NC(=O)c2ccc3c(c2)OCCO3)cc(Br)c1O | -2% | 41* | -5% | 8% | 6% | 32* | 1%
CCc1c(C)nc2ncnn2c1NCCc1ccc(OC)cc1 | -3% | 15 | 5.6µM* | ? | -1% | -2 | ?
COCCNC(=O)CNS(=O)(=O)c1ccc2nc(C)sc2c1 | -4% | 4 | 1% | ? | 1% | -2 | 12%
Cc1ccc(/C=N/n2c(-c3ccccn3)n[nH]c2=S)o1 | ? | -5 | 5% | 3% | 9% | 4 | 24%
CC(=O)c1ccc(OCC(=O)N(C2CCCCC2)C2CCS(=O)(=O)C2)cc1 (configuration not stated) | 0% | . | 15% | -9% | . | . | ?
CCOc1ccc(C(=O)Nc2nc3ccccc3[nH]2)cc1OCC | -5% | 105* | ? | ? | 2% | 51* | ?
Cc1ccc(C(=O)NCCc2nnc3ccc(SCC(=O)Nc4ccccc4F)nn23)cc1 | 8% | -14 | 11% | 18% | -8% | -3 | -16%
Cc1cc(=O)n2[nH]c(COc3ccccc3)nc2n1 | -6% | -8 | -4% | 13% | -12% | 0 | .
O=C(c1cccs1)N1CCN(CCc2ccccc2)CC1 | 2% | -4 | ? | 18% | 0% | -3 | .
COc1ccccc1OCCCCn1c(C(C)O)nc2ccccc21 (configuration not stated) | 2% | -6 | -28% | ? | 6% | -4 | 17%
O=C(COC(=O)c1ccccc1NC(=O)c1ccco1)NC1CCS(=O)(=O)C1 (configuration not stated) | -1% | -17 | ? | -8% | -2% | -2 | 23%

Ordered by formula weight (descending): twelve of the compounds above.
SMILES | Tb PYK inh | Shiga toxin inh | HCV inhibitor | Pf growth 48h | LmPK inh | Cycloheximide cs | Pf growth 96h
Cc1ccc(C(=O)NCCc2nnc3ccc(SCC(=O)Nc4ccccc4F)nn23)cc1 | 8% | -14 | 11% | 18% | -8% | -3 | -16%
COc1cc(/C=N/NC(=O)c2ccc3c(c2)OCCO3)cc(Br)c1O | -2% | 41* | -5% | 8% | 6% | 32* | 1%
O=C(COC(=O)c1ccccc1NC(=O)c1ccco1)NC1CCS(=O)(=O)C1 (configuration not stated) | -1% | -17 | ? | -8% | -2% | -2 | 23%
CC(=O)c1ccc(OCC(=O)N(C2CCCCC2)C2CCS(=O)(=O)C2)cc1 (configuration not stated) | 0% | . | 15% | -9% | . | . | ?
COCCNC(=O)CNS(=O)(=O)c1ccc2nc(C)sc2c1 | -4% | 4 | 1% | ? | 1% | -2 | 12%
COc1ccccc1OCCCCn1c(C(C)O)nc2ccccc21 (configuration not stated) | 2% | -6 | -28% | ? | 6% | -4 | 17%
CCc1c(C)nc2ncnn2c1NCCc1ccc(OC)cc1 | -3% | 15 | 5.6µM* | ? | -1% | -2 | ?
O=C(c1cccs1)N1CCN(CCc2ccccc2)CC1 | 2% | -4 | ? | 18% | 0% | -3 | .
Cc1c(NC(=O)CC(C)C)c(=O)n(-c2ccccc2)n1C | 0% | 11 | 33%[activator] | -9% | 1% | -1 | 0%
Cc1ccc(/C=N/n2c(-c3ccccn3)n[nH]c2=S)o1 | ? | -5 | 5% | 3% | 9% | 4 | 24%
Cc1cnc(NC(=O)C2COc3ccccc3O2)s1 (configuration not stated) | -7% | 39 | 1% | 137%[activator] | ? | 13 | 74%[activator]
Cc1cc2nccc(-c3ccc(F)cc3)n2n1 | 1% | -7 | 6% | 0% | -1% | -4 | 0%

Continuation.
SMILES | Tb PYK inh | Shiga toxin inh | HCV inhibitor | Pf growth 48h | LmPK inh | Cycloheximide cs | Pf growth 96h
Cc1noc(NS(=O)(=O)c2ccc(NC(=O)c3ccc(OC(C)C)cc3)cc2)c1C | 1% | 9 | 9% | 44%[activator] | 3% | -3 | 6%
O=C(CCCCCn1c(SCC(=O)c2ccccc2)nc2ccccc2c1=O)NCc1ccco1 | . | 53 | ? | ? | 4% | 2 | -5%
O=C(c1ccccc1)c1ccccn1 | -4% | -2 | -4% | ? | -1% | 6 | 32%
COC(=O)CN(c1cccc(OC)c1)S(C)(=O)=O | 0% | 27 | -11% | 7% | 3% | 1 | 5.9µM*
COc1nn(-c2ccccc2)c(=O)c(Cl)c1Cl | 1% | 13 | 4µM* | -35% | -5% | 1 | ?
O=C1CCc2cc(NS(=O)(=O)c3ccccc3)cc3c2N1CCC3 | -4% | . | ? | -21% | . | . | ?
COc1ccc(-n2c(=O)c3c4c(sc3n3c(=S)[nH]nc23)COC(C(C)C)C4)cc1 (configuration not stated) | ? | -10 | -7% | 0% | 0% | -2 | 9%
O=C(CCc1nnc(-c2ccc3c(c2)OCO3)o1)N1CCC(c2ccc(F)cc2)C1 (configuration not stated) | -14% | 108* | 8% | 8% | -8% | 31* | ?
CC1CCCCN1CCCn1c(=S)[nH]c2ccccc2c1=O (configuration not stated) | -6% | -13 | -9% | 10% | 3% | -2 | .
Cc1cc(C)c2nncn2n1 | 5% | -6 | 18% | 15% | 0% | 8 | 69%[activator]
Cc1ccc(C)c(-n2nnnc2SCC(=O)NCC2CCCO2)c1 (configuration not stated) | 0% | . | -9% | -5% | . | . | -26%
Cc1ccc(C(=O)Nn2cnc3ccccc3c2=O)cc1C | 4% | 83* | -13% | 88%[activator] | -1% | 44* | -17%
CN(C)S(=O)(=O)Oc1cccc(C(=O)Nc2ccc([N+](=O)[O-])cc2)c1 | -2% | 79* | ? | 45%[activator] | 9% | 50* | 41%[activator]
COc1ccc(NC(=O)C2CC(=O)N(Cc3ccco3)C2)cc1Cl (configuration not stated) | 0% | . | ? | -15% | . | . | 26%
COc1ccc(N2CC(C(=O)Nc3ccc(S(=O)(=O)N4CCCCC4)cc3)CC2=O)cc1 (configuration not stated) | -23% | -7 | 1% | ? | 9% | -4 | -22%
O=C(NC(=S)NCC1CCCO1)c1ccc(Cl)cc1 (configuration not stated) | -1% | 41* | -6% | 67%[activator] | -1% | 29* | 15%
CCOC(=O)C1=C(N)OC2=C(C(=O)CCC2)C1c1sccc1C (configuration not stated) | 3% | 17 | 9% | 3% | -2% | 1 | 1%
CCCCc1nnc(NC(=O)C(=O)OCC)s1 | -7% | -4 | 14% | 8% | 3% | -4 | 35%[activator]
COC(=O)c1cc(NC(=O)Cc2coc3cc(OC)ccc23)cc(C(=O)OC)c1 | -7% | 8 | ? | ? | 5% | 1 | ?
NC(=O)c1nc(C2CCCCC2)nc2c1[nH]c(=O)n2-c1ccc(F)cc1 | -8% | 29 | 10% | . | 5% | -4 | 1%
CCOC(=O)c1[nH]cnc1C(=O)Nc1cccc(OC)c1 | 1%&-4% | -14 | 3% | 3% | 1% | 6 | -8%
N#CCCN(C(=O)COC(=O)c1ccc2c(c1)OCO2)c1ccccc1 | -6% | . | 0% | -26% | . | . | -15%
Cc1cccc(C)c1NC(=O)COC(=O)c1ccc2c(c1)OCO2 | -1% | 4 | 13% | 2% | 2% | -2 | 16%
CCOc1ccc(/C=N/NC(=O)c2c(C)n(C)c3ccc(OC)cc23)cc1 | 6% | 8 | -21% | -2% | -2% | -2 | -28%
